Compound activity from PubChem.
Mito fusion act = inhibitors of mitochondrial division or activators of mitochondrial fusion; S. cerevisiae fusion-defective mutant growth rescue, CellTiterGlo 48 h; actives 0.23% (n = 320,000); Potency, µM (doses to about 46.1 µM), inactives show top-dose growth rescue (activation), usual class: activators; AID 485298;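 also: potency is read from the fitted curve at half-maximal effect; % of control where 0% means no effect; nearly all actives have a fitted effect of over 45% in size; temperature-sensitive fusion mutants such as fzo1-1 at 37 °C on non-fermentable ethanol glycerol medium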
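Compounds are tested for their ability to restore growth of mitochondrial fusion-defective yeast strains at non-permissive 37C in YPEG medium over 48 hours. Viability is quantified by luciferase luminescence.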
BCR signal inh = inhibitors of chronic active B-cell receptor signaling; actives 0.05% (n = 340,000); ABC-DLBCL IkBa-CBG/CBR reporter, luminescence ratio, 4 h; Potency, µM (doses to about 46.1 µM), for inactives: at the highest dose ratio change, negative = lower green/red ratio, actives largely listed as inhibitors; active = well fitted inhibition curve with a large enough effect in the signal ratio, with a control signal flat, not every such curve was filed as active; inconclusive = small, poorly fitted or top-dose-only effect, or effect the other way, or a change in a side signal; the % refers to the signal ratio;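 also: potency is read from the fitted curve at half-maximal effect; plate controls were basal doxycycline-induced cells for no effect and cells given 10 µM MG132 for full effect; MG132 reads +100%, hits lower the ratio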
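Concentration-response series (up to 46 uM) were applied to TMD8 dual-reporter cells for 4 h at 37C with doxycycline. Green/red ratio, after filter-overlap correction, defined %Activity; red signal alone was normalised to basal cells and zero luminescence.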
MBNL1 CUG block = MBNL1-poly(CUG) RNA binding inhibition; Q9NR56; TR-FRET MBNL1-His/biotin-(CUG)12 binding, 665/545 ratio; Potency, µM (highest dose often 57.5 µM), without a hit: at the highest dose activity change, negative = inhibition, most hits filed as inhibitors; actives 0.036% (n = 280,000); AID 2675; active = well fitted inhibition curve with a large enough effect in the signal ratio, with a control signal flat, not every such curve was filed as active; inconclusive = small, poorly fitted or top-dose-only effect, or effect the other way, or a change in a side signal; inactive = no such curve, though single readings can be large or run the other way; the % refers to the signal ratio; also: potency is read from the fitted curve at half-maximal effect; % is scaled to controls: 0 for no effect and ±100 for the full control effect
Target sequence (Q9NR56 whole entry, looked up): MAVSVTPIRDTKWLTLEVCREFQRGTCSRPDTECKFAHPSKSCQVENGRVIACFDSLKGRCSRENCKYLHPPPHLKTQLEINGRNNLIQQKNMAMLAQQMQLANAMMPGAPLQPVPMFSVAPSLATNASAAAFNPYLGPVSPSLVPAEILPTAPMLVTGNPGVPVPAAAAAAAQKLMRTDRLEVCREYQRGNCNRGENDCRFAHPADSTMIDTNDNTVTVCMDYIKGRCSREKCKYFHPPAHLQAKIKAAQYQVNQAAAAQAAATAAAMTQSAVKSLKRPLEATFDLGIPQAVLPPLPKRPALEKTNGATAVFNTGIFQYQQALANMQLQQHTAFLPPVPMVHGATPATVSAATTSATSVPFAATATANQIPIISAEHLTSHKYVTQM
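TR-FRET between His-tagged MBNL1 and biotin-(CUG)12 RNA, detected with Tb anti-His antibody (0.055 ng/ul) and streptavidin-XL665 (5 nM), 60 min at room temperature. Compounds titrated 92 nM to 58 uM; 665/545 nm ratio normalized to buffer and complex controls.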
PKM2 act = PKM2 (human) enzyme activation; P14618; purified PKM2, Kinase-Glo ATP luminescence, activation; response scale: 0% is enzyme alone, no compound; Potency, µM (highest dose often 57.5 µM), for inactives: at the top dose activation, most hits filed as activators; actives 0.34% (n = 260,000); AID 1631; also: potency is read from the fitted curve at half-maximal effect; % is scaled to controls: 0 for no effect and ±100 for the full control effect; nearly all actives have a fitted effect of over 55% in size
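Kinase-Glo luminescence reports ATP generated from ADP (0.1 mM) and PEP (0.5 mM) by purified hPK-M2 after 1 h at room temperature, pH 7.2 imidazole buffer; intermediate enzyme activity allows detecting inhibitors and activators.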
Menin-MLL TR inh = inhibitors of human menin-MLL interaction, mutant MLL peptide; actives 0.23% (n = 270,000); AID 1768; Potency, µM (titrated, usually from 61.6 µM), for the others: at the top dose FP activity change, negative = inhibition, usual class: inhibitors; Menin + Texas Red MLL mutant peptide, fluorescence polarization; active = well fitted inhibition curve with a large enough effect in the polarisation, with a control signal flat, not every such curve was filed as active; inconclusive = small, poorly fitted or top-dose-only effect, or effect the other way, or a change in a side signal; inactive = no such curve, though single readings can be large or run the other way; the % refers to the polarisation; also: potency is read from the fitted curve at half-maximal effect; % of control where 0% means no effect; many of its hits are not listed in these tables
Target sequence (O00255 whole entry, looked up): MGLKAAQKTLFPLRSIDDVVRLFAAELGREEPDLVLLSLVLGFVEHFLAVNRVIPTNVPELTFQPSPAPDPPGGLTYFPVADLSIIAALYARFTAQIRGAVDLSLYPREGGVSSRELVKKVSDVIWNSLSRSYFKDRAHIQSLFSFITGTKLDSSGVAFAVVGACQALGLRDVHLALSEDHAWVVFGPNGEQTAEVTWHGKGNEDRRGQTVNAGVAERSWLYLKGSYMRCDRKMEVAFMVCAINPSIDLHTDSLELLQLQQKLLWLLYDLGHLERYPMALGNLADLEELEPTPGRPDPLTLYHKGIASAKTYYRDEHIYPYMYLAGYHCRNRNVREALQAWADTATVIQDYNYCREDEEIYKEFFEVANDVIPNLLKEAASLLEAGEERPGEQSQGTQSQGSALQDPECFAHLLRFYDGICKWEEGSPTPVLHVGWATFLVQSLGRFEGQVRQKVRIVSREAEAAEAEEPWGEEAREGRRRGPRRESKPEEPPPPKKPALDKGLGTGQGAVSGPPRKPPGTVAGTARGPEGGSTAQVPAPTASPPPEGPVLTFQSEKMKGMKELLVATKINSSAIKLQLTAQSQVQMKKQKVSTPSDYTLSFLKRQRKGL
TSHR antag = antagonists of human thyroid stimulating hormone receptor. P16473. actives 0.2% (n = 330,000). AID 504810. TSHR-expressing cells, TSH-stimulated cAMP HTRF, 2 h; hits give low values. activity change, negative = inhibition, % at 11.5 µM;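 active = activity change below a set negative limit, meaning inhibition stronger than a set level, cut at about -70% in these data; inconclusive = activity change between two set negative limits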; also: % is scaled to controls: 0 for no effect and ±100 for the full control effect
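Read-out is FRET at 665 nm (cryptate excitation 337 nm) from a cryptate-tagged anti-cAMP antibody, competed by cell cAMP against cAMP-d2. Compounds are tested on freshly harvested TSHR cells challenged with 4nM TSH (EC80) for 2 hours at 37 deg C.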
Eya2 inh = blocks the phosphatase activity of human Eya2 | O00167 | recombinant Eya2, OMFP fluorescence dephosphorylation (OMFP is methylfluorescein phosphate) | Potency, µM (titrated, usually from 76.9 µM), for the others: top-dose activity, negative = inhibition, most hits filed as inhibitors | actives 0.006% (n = 330,000) | AID 488837; also: potency is read from the fitted curve at half-maximal effect; % is scaled to controls: 0 for no effect and ±100 for the full control effect
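Eya2 protein (added as 0.2 uM solution) was preincubated with compound for 10 min at ambient temperature in 50 mM HEPES pH 7.5, 50 mM NaCl, 5 uM MgCl2, 0.05% BSA, 1 mM DTT. OMFP (added at 50 uM) then reacted 10 min; fluorescence read at 485/525 nm.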
S-ASM inh = blocks human secretory acid sphingomyelinase | placental ASM, HMU-PC fluorogenic substrate, 60 min | Potency, µM (top dose mostly 57.5 µM), for the others: at the highest dose activity change, negative = inhibition, actives largely listed as inhibitors | actives 0.006% (n = 340,000); also: potency is read from the fitted curve at half-maximal effect
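Fluorogenic HMU-PC substrate (9 uM final) is turned over by placental ASM in 60 min at 37 C after a 10 min compound preincubation. Reaction ended by alkaline stop (pH 10), with fluorescence read at 386/447 nm.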
GALK inhibitor = blocks human galactokinase activity; P51570; Purified GALK, Kinase-Glo residual ATP luminescence; Potency, µM (titrated, usually from 57.5 µM), inactives show at the top dose activity change, negative = inhibition, usual class: inhibitors; actives 0.007% (n = 270,000); AID 1868; also: potency is read from the fitted curve at half-maximal effect; % is scaled to controls: 0 for no effect and ±100 for the full control effect
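5 nM enzyme, 35 uM ATP, 100 uM galactose, 20 mM HEPES pH8.0, 5 mM MgCl2; 1 h RT; residual ATP by Kinase-Glo Plus luminescence, qHTS format.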
KCNH2 WT inh = inhibitors of human wildtype KCNH2 potassium channel; U2OS, BacMam KCNH2, thallium flux FluxOr; hits give low values; Q12809; AID 720551; actives 0.37% (n = 340,000); activity change, % at 1.84 µM;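 active = maximum activity change below -70%; inconclusive = maximum activity change between -70% and -50%; inactive = maximum activity change above -50%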; also: % is scaled to controls: 0 for no effect and ±100 for the full control effect
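U2OS cells were transduced with wild-type KCNH2 virus (2.03 x 10^8 / mL) for 4 h at room temperature, then cultured overnight at 37 C. Thallium flux was read with FluxOr dye. Rate constants were normalized to DMSO controls.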
USP2a block = blocks human ubiquitin-specific protease USP2a. O75604. USP2 core, Ub-CHOP2 coupled fluorogenic reporter, 485/531. Potency, µM (highest dose often 38.3 µM), without a hit: at the top dose activity change, negative = inhibition, actives largely listed as inhibitors. actives 0.01% (n = 330,000). AID 463254;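 also: potency is read from the fitted curve at half-maximal effect; plate controls were DMSO wells for no effect and full inhibition by NEM control for full effect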
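Deubiquitinase activity read as fluorescence (485/531 nm) after Ub-CHOP2 cleavage activates the enterokinase reporter on its substrate; USP2 core 10nM, Ub-CHOP2 and substrate 25nM each, 30min compound preincubation then 60min RT; data normalized to NEM, curves fitted.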
* = called active by the depositor; ? = inconclusive; . = not tested or not shown; & = joins results of further samples; [ ] = another dose, or the depositor's remark. Unless noted, calls follow the shape of the dose curve; as a rule, active = well fitted curve in the direction sought with a large enough effect; inconclusive = small, poorly fitted or top-dose-only effect, or another doubt; inactive = no such curve, though single readings can be large; an effect the other way counts as inactive or inconclusive.

SMILES	Mito fusion act	BCR signal inh	MBNL1 CUG block	PKM2 act	Menin-MLL TR inh	TSHR antag	Eya2 inh	S-ASM inh	GALK inhibitor	KCNH2 WT inh	USP2a block
COc1ccccc1-n1ccnc1SCC(=O)NCc1ccco1	-3.0%	-11.1%	.	6.6%	-4.0%	-7.4	-0.9%	6.1%	0.9%	5.0	0.0%
CCn1nnnc1-c1ccc(OC)c(S(=O)(=O)Nc2ccc(OC)cc2)c1	-0.3%	-4.0%	-9.4%	-9.7%	12.9%	10.9	-12.7%	2.9%	-1.5%	-32.2	0.4%
O=C1C(C=Nc2ccc(F)cc2)=C(O)c2ccccc21	3.5%	?	17.1%	-25.2%	18.9%	0.7	1.6%	-2.5%	0.2%	-2.6	2.0%
Cc1c(C(=O)NC(C)c2ccncc2)oc2ccccc12 (stereo not drawn)	1.9%	-16.4%	10.6%	9.6%	17.5%	-6.0	-2.8%	1.0%	0.0%	-6.6	1.1%
Cc1cc2oc(C(=O)Nc3ccc(S(=O)(=O)N4CCCC(C)C4)cc3)cc(=O)c2cc1Cl (stereo not drawn)	-5.1%	-0.2%	.	-8.2%	-11.5%	1.2	7.6%	-0.5%	1.2%	7.7	3.5%
O=C(OCC(=O)N1CCCC1)c1ccccc1C(=O)c1ccccc1	-3.4%	-0.2%	.	.	.	6.4	-23.5%	5.6%	.	8.6	2.1%
COc1ccc(C2C3=C(CC(C)(C)CC3=O)OC(N)=C2[N+](=O)[O-])cc1 (stereo not drawn)	-0.9%	0.1%	20.8%	5.4%	-6.9%	-1.5	1.5%	1.0%	-0.4%	1.7	0.7%
COc1ccccc1NCC(=O)N/N=C/c1cccnc1	5.1%	?	?	1.1%	36.4%[activator]	25.7	-5.7%	3.6%	-1.6%	-10.2	1.1%
O=C(Nc1nc(-c2ccc(Oc3ccccc3)cc2)cs1)C1=COCCO1	?	?	-0.9%	-0.7%	3.8%	-35.6	-8.9%	-26.1%	-3.2%	7.4	0.0%
O=C(c1cc(-c2ccco2)nc2ccccc12)N1CCN(Cc2ccccc2)CC1	-5.2%	-2.2%	.	.	.	-6.6	1.4%	78.8%[activator]	.	2.9	0.3%
CC(c1ccco1)N(C(=O)CSc1ccc(Br)cc1)c1ccccn1 (stereo not drawn)	14.2%	7.1%	5.0%	-4.0%	0.0%	-19.9	-12.8%	-1.3%	-0.5%	6.0	3.2%
Cc1ccc(S(=O)(=O)N2CCCCC2)cc1NC(=O)c1c(-c2ccccc2)noc1C	1.5%	2.3%	.	.	.	-12.3	-21.6%	-0.8%	.	-0.4	0.0%
CCN(CC)S(=O)(=O)c1ccc(Cl)c(NC(=O)COC(=O)/C=C/c2cc(OC)c(OC)c(OC)c2)c1	-2.4%	0.7%	.	0.4%	2.6%	-7.9	-12.5%	-0.7%	-1.8%	1.0	-0.8%
CCN1C(=NCC(C)C)N[C@@H](c2cccc(F)c2)C(C(=O)OC)=C1C	-2.0%&-3.5%	?	-3.6%&-1.0%	0.2%&2.3%	-24.2%&-4.2%	3.1&-5.5	-10.3%&1.6%	5.9%	.	3.9	0.5%&-0.5%
CCN1C(=O)[C@H]2[C@@H](c3ccc(-c4ccc(F)cc4)cc3)N[C@@](Cc3ccccc3)(C(=O)OC)[C@H]2C1=O	?	-7.8%	.	.	.	-2.5	-12.0%	-4.5%	.	-2.3	-0.2%
CCCn1c(=S)[nH]c2cc(C(=O)NCC3CCCO3)ccc2c1=O (stereo not drawn)	-0.6%	?	-15.2%	3.7%	-5.8%	-10.5	-0.1%	7.1%	-0.5%	-5.3	0.9%
COc1ccc(/C=N/NC(=O)CCn2c3ccccc3c3ccccc32)cc1O	0.8%	?	4.0%	7.4%	?	-0.7	-22.5%	-22.5%	-0.1%	0.7	2.4%
COc1ccc(N2C(=O)CC(Cc3ccc(Br)cc3)C2=O)cc1 (stereo not drawn)	6.5%	0.8%	-0.2%	1.4%[11.5 µM]	2.6%	8.5	0.7%	-5.4%	6.1%	3.1	-1.3%
Cn1nc(N)nc1N1CCN(c2ccc(F)cc2)CC1	4.7%	3.3%	.	-2.0%	6.9%	0.0	-1.9%	-3.8%	-6.2%	-4.7	0.5%
CC1(C)CC(NC(=O)c2ccccc2C(=O)NC2CC(C)(C)NC(C)(C)C2)CC(C)(C)N1	0.9%	6.2%	0.1%	0.7%	-5.1%	-1.5	-1.6%	2.9%	-2.1%	-5.4	-1.5%
Cc1ccc(-c2cc(C(=O)N/N=C/c3ccccc3O)n[nH]2)o1	2.8%	?	0.4%	-5.3%	?	-12.1	-9.1%	21.9%	-1.7%	-9.3	4.3%
CC1Cc2nc(SCC(=O)N3CCOCC3)n(C)c(=O)c2S1 (stereo not drawn)	-0.1%	0.1%	-0.9%	-1.8%	.	5.0	5.8%	4.5%	3.3%	-2.6	-1.5%
CCCCN(CCCC)CCCN1CC(=O)N2[C@@H](Cc3c([nH]c4ccccc34)C2(C)C)C1=O	-24.1%	6.7%	2.5%	.	-4.0%	-5.0	2.1%	1.7%	.	6.0	-0.1%
O=[N+]([O-])c1ccccc1/C=C/CN1CCCC(CO)C1 (stereo not drawn)	-0.8%	-2.0%	?	-2.5%	-0.4%	5.1	6.7%	1.2%	5.1%	16.5	1.2%
Cc1ccc(-c2c(C)n([O-])c3c([n+]2=O)CCC3)o1	2.0%	-1.1%	10.0%	3.6%	-5.6%	-10.2	6.0%	1.9%	0.2%	0.1	?
N#Cc1ccccc1OCC(=O)OCC(=O)c1ccc2c(c1)NC(=O)CO2	-3.2%	-0.5%	-7.2%	-1.7%	-1.2%	-6.3	-7.0%	1.0%	0.9%	-6.0	2.6%
Cc1n[nH]c(=O)c2c(NC(=O)CSc3ncccn3)oc(C)c12	-3.2%	-8.8%	.	.	.	16.7	-3.5%	4.6%	.	-2.2	0.4%
C=CCOC(=O)C1=C[C@H](C2CC2)[C@@H](CCCO)[C@H](OCC)O1	2.5%	-4.7%	1.4%	0.2%	-2.8%	3.7	-0.3%	1.6%	0.6%	-19.9	-1.1%
Cc1ccc(NC(=O)CN(c2ccccc2)S(=O)(=O)N(C)C)cc1	-3.3%	0.7%	-9.8%	-1.2%	-4.4%	0.3	-4.0%	-2.1%	1.4%	6.3	4.7%
O=C(NCCCN1CCN(c2ccccc2F)CC1)C1CC(=O)N(C2CCCC2)C1 (stereo not drawn)	0.6%	19.3%	-13.2%	1.9%	5.2%	0.1	-4.9%	1.0%	1.9%	-2.6	4.8%
CC(Oc1ccc(Cl)cc1Cl)C(=O)Nc1ccc(O)cc1 (stereo not drawn)	-11.4%	-1.0%	-6.4%	-24.1%	3.6%	5.5	-8.4%	2.4%	1.6%	-5.6	0.4%
COCc1cc(C)nc(SCC(=O)Nc2ccc3c(c2)OCCO3)c1C#N	-1.5%	-23.2%	5.8%	-0.2%	.	-7.5	-3.9%	0.0%	-2.5%	-1.9	3.0%

Reprinted at random: 2 compounds from above
SMILES	Mito fusion act	BCR signal inh	MBNL1 CUG block	PKM2 act	Menin-MLL TR inh	TSHR antag	Eya2 inh	S-ASM inh	GALK inhibitor	KCNH2 WT inh	USP2a block
Cc1n[nH]c(=O)c2c(NC(=O)CSc3ncccn3)oc(C)c12	-3.2%	-8.8%	.	.	.	16.7	-3.5%	4.6%	.	-2.2	0.4%
CCCCN(CCCC)CCCN1CC(=O)N2[C@@H](Cc3c([nH]c4ccccc34)C2(C)C)C1=O	-24.1%	6.7%	2.5%	.	-4.0%	-5.0	2.1%	1.7%	.	6.0	-0.1%

The list is partial; count on the stated rates, not on these rows.
